Compound activity (PubChem BioAssay)
FBPA Giardia inh: qHTS Assay for Inhibitors of Fructose-1,6-bisphosphate Aldolase from Giardia Lamblia; A8B2U2; purified Giardia FBPA; Potency, µM (top dose mostly 59.6 µM), without a hit: at the top dose activity, negative = inhibition, usual class: inhibitors; 0.71% of 290,000 active; note: potency is the fitted concentration of half-maximal effect; nearly all actives have a fitted effect of over 55% in size
Target sequence (A8B2U2 whole entry, looked up): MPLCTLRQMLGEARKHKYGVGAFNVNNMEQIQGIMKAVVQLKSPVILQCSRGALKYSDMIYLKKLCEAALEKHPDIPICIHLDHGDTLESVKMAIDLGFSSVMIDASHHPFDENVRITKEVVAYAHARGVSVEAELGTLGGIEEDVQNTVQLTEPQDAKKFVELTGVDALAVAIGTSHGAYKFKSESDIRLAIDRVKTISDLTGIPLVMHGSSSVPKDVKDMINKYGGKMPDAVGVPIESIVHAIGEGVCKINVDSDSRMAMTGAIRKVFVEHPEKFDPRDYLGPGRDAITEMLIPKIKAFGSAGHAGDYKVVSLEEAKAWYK
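40 nM FBPA preincubated 10 min at RT with compound (up to 57.5 uM final), then substrate plus GAPDH/TPI/NAD/arsenate coupling and diaphorase/resazurin added. Fluorescence read after 20 min at RT, 525/598 nm.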
AmpC detergent: qHTS Inhibitors of AmpC Beta-Lactamase (assay with detergent); AmpC hydrolysis of nitrocefin, absorbance 480 nm, 0.01% Triton; Potency, µM (highest dose often 114 µM), without a hit: top-dose activity change, negative = inhibition, usual class: inhibitors; 0.041% of 370,000 active;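 note: potency is the fitted concentration of half-maximal effect; 0% = no-compound wells and -100% = no-enzyme wells; nearly all actives have a fitted effect of over 25% in size; some results filed as inactive show a strong effect at the top dose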
Target sequence (P00811 whole entry, looked up): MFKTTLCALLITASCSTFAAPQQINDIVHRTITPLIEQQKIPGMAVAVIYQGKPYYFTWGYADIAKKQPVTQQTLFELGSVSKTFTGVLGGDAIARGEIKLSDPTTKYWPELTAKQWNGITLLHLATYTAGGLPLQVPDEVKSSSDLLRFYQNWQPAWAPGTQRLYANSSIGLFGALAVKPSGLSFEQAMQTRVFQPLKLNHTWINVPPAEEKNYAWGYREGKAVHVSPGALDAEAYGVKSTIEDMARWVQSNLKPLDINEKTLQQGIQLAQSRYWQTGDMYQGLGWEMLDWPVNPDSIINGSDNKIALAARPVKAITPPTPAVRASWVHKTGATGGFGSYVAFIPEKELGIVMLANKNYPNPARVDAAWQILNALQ
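AmpC (5.3 nM in the dispensed reagent) in 20 mM phosphate pH 7.0 with 0.01% (detergent screen) or 0.0001% Triton X-100 was preincubated with compounds for 15 min at room temperature. Nitrocefin was then added from an 800 uM solution, and hydrolysis was followed at 480 nm.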
AMA1-RON2 inh: qHTS for Inhibitors of AMA1-RON; Towards Development of Antimalarial Drug Lead: Primary Screen; AlphaScreen AMA1-biotinylated RON2 peptide binding; 0.2% of 360,000 active; Plasmodium falciparum AMA1 (3D7) - RON2 peptide interaction; Potency, µM (doses to about 58.2 µM), for inactives: at the highest dose activity change, negative = inhibition, hits mostly inhibitors;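 note: potency is the fitted concentration of half-maximal effect; 0% = vehicle wells and -100% = peptide control; nearly all actives have a fitted effect of over 45% in size; some results filed as inactive show a strong effect at the top dose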
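AMA1 (3D7) with his tag at 25 nM final met compounds first, then biotinylated RON2 peptide at 25 nM; detection used donor plus acceptor beads, 10 µg/mL apiece, read by AlphaScreen after 30 min at room temperature.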
HCMV antiviral: qHTS Assay for inhibitors of the human cytomegalovirus (HCMV); 4.5% of 410,000 active; activity change, negative = inhibition, % at 57.5 µM; HFF cells, HCMV-luciferase reporter, 72 h; stronger effect = lower value; in the data active = activity change below about -60%; inconclusive = no clear call, values can overlap the other calls; inactive = above about -39%
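Screen run at 2 compound doses on HFFs infected with reporter HCMV, MOI 1 PFU/cell. Luciferase activity from cell lysates at 72 h post infection gave inhibition relative to buffer-only and Salinomycin wells.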
Sm TGR inh: qHTS Assay for the Inhibitors of Schistosoma Mansoni Peroxiredoxins. Schistosoma mansoni thioredoxin glutathione reductase (TGR), Q962Y6. purified TGR, DTNB reduction, TNB absorbance 405 nm. Potency, µM (doses to about 114 µM), for inactives: at the highest dose activity change, negative = inhibition, usual class: inhibitors. 3% of 360,000 active; note: potency is the fitted concentration of half-maximal effect; nearly all actives have a fitted effect of over 60% in size
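First, TGR (20 nM dispensed) and NADPH were mixed with compound. Second, a 15 min room-temperature incubation followed. Third, further NADPH and then DTNB were added to start the reaction. Finally, TNB absorbance was monitored kinetically.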
AmpC inh no detg: qHTS Inhibitors of AmpC Beta-Lactamase (assay without detergent); P00811; AmpC nitrocefin hydrolysis, absorbance 480 nm, 0.0001% Triton; Potency, µM (doses to about 57.1 µM), for inactives: at the highest dose activity change, negative = inhibition, actives largely listed as inhibitors; 0.52% of 330,000 active;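 note: potency is the fitted concentration of half-maximal effect; plate controls were no compound for no effect and no enzyme for full effect; nearly all actives have a fitted effect of over 20% in size; some results filed as inactive show a strong effect at the top dose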
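AmpC (5.3 nM in the dispensed reagent) in 20 mM phosphate pH 7.0 with 0.01% (detergent screen) or 0.0001% Triton X-100 was preincubated with compounds for 15 min at room temperature. Nitrocefin was then added from an 800 uM solution, and hydrolysis was followed at 480 nm.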
* hit, by the source's call; ? = inconclusive; nt = not tested or not shown; & = joins results of further samples; [ ] = remark or other dose. Unless noted, calls come from the whole dose curve; as a rule, active = well fitted curve in the direction sought with a large enough effect; inconclusive = small, poorly fitted or top-dose-only effect, or another doubt; inactive = no such curve, though single readings can be large; an effect the other way counts as inactive or inconclusive. Unless noted, % is set by controls: 0 for no effect and ±100 for the full control effect.

SMILES	FBPA Giardia inh	AmpC detergent	AMA1-RON2 inh	HCMV antiviral	Sm TGR inh	AmpC inh no detg
CCOC(=O)N1CCN(C(=O)c2ccc3c(c2)NC(=O)/C(=C\c2cccc(C)c2)S3)CC1	9.5%	1.2%	7.5%	?	1.9%	32.7%
COc1ccc(NC(=O)c2cc3cccc(OC)c3oc2=Nc2ccc(C(=O)O)cc2)cc1OC	-11.8%	8.1%	-13.4%	-39.9	6.2%	-26.0%
COC(=O)COc1ccc(S(=O)(=O)NCc2ccncc2)cc1	7.6%	1.4%	-1.5%	38.5	1.6%	-19.7%
CCOC(=O)C1CCCCN1Cc1cccc(Oc2ccccc2)c1 (stereo unspecified)	-29.9%	-9.8%	19.6%	-13.7	6.2%	17.6%
Cc1ccc(NC(=O)C2=CN3CCS(=O)(=O)N=C3C=C2)cc1	nt	nt	3.1%	-28.6	nt	-8.0%
Cc1ccc(NC2CCCN(C(=O)c3ccccn3)C2)cc1C (stereo unspecified)	nt	-11.6%	-3.3%	0.0	-3.1%	-10.4%
Cc1ccc2nc3sc(C(=O)Nc4ccc(N5CCOCC5)cc4)c(N)c3cc2c1	-2.4%	0.9%	nt	nt	2.5%	0.355µM*
Cc1cc(-c2ccccc2)oc(=O)c1NC(=O)c1ccccc1	-0.7%	5.4%	5.8%	3.5	5.1%	-9.1%[2.29 µM]
CNC(=S)Nc1ccc(OC(F)(F)F)cc1	0.3%	0.4%	-2.1%	1.3	2.3%	3.3%
O=C(CC12CC3CC(CC(Br)(C3)C1)C2)OCCN1CCCCC1	5.9%	8.6%	-5.8%	-35.7	-14.7%	-18.6%
CCn1cc(C(=O)N2CCN(c3ccccc3OC)CC2)c(=O)c2cc(S(=O)(=O)N3CCCCC3)ccc21	nt	-3.8%	nt	6.1	-11.5%	nt
Cc1ccc(CNC(=O)CSc2nc3ccsc3c(=O)n2Cc2ccccc2F)cc1	nt	6.5%	nt	93.4	5.9%	nt
C[C@@H]1CC=C[C@H]2[C@H]1C(=O)N(Cc1ccccc1)[C@H]2c1ccc(F)c(/C=C/c2ccccc2)c1	-0.1%	2.4%	0.0%	-24.5	-29.6%	-14.1%
Cc1ccc(OCCN2C(=O)C(=O)c3cc(C)ccc32)cc1	-18.6%	?	-5.1%	-92.3*	0.6%[57.1 µM]	-3.4%
COc1ccc(-c2c(-c3cc(OC)cc(OC)c3)n(C)c3ccc(-c4ccn[nH]4)cc23)cc1	nt	-1.4%	?	-35.5	-3.2%	-11.1%
CCCN(CCC)CC(O)Cn1cc(/C=C/C(=O)c2ccc(OC)cc2)c2ccccc21 (stereo unspecified)	nt	-5.7%	nt	8.4	-20.4%	nt
Cc1ccc(CNC(=O)COC(=O)Cn2nc(C)c([N+](=O)[O-])c2C)cc1	-3.5%	-9.7%	-23.5%	-25.8	7.5%	15.4%
O=C(NC1CCCCC1)C1CC(=O)N(c2ccc(Cl)cc2)C1 (stereo unspecified)	0.5%	?	-0.3%	9.4	-14.7%	-1.0%
Cc1ccc(C(=O)NNC(=O)C2CCN(S(=O)(=O)c3ccc(C)cc3)CC2)cc1	-9.0%	-0.8%	33.4%[activator]	0.0	6.5%	-10.5%
Cc1[nH]c2ccccc2c1/C=N/NC(=O)c1cc(-c2cccs2)[nH]n1	-10.3%	-0.1%	12.9%	?	4.1%	-17.2%
Cc1cc(Cl)ccc1NC(=O)CSc1nnc(-c2ccncc2)n1Cc1ccco1	4.8%	-1.6%	-10.1%	-11.7	44.7µM*	79.3%[activator]
CCCCn1c(N)c(N(CC)C(=O)c2cccc(S(=O)(=O)N3CCN(C)CC3)c2)c(=O)[nH]c1=O	nt	?	16.5%	-1.1	6.9%	-5.2%
Cn1c(=O)c2c(SCC(=O)N3CCc4ccccc43)nc(-c3ccccc3Cl)nc2n(C)c1=O	nt	-9.7%	nt	13.3	-0.9%	nt
O=C1c2cccc3cccc(c23)C(=O)N1CC1CCCO1 (stereo unspecified)	-3.2%	-8.9%	-5.3%	2.5	4.2%	26.5%
CN(C)S(=O)(=O)c1ccc(Cl)c(NC(=O)COC(=O)c2ccc3c(c2)NC(=O)CS3)c1	-3.3%	8.1%	21.6%	-34.4	9.8%	-39.2%
O=c1[nH]c(=O)n(-c2ccc(F)cc2)c(O)c1C=Nc1ccccc1N1CCCC1	1.2%	?	-1.4%	-29.6	-28.4%	-32.8%
O=C(N/N=C/c1ccc(O)c(O)c1)c1cccc(S(=O)(=O)N2CCCCC2)c1	-17.4%	3.6%	30.6%[activator]	11.8	-14.5%	14.1µM*
Nc1ccc2nc3c(=O)n(CCc4ccccc4)c(=O)[nH]c3nc2c1	?	-6.5%	-4.5%	-13.1	?	-38.4%
Cc1ccc(C(=O)N2CCNC(=O)C2CC(=O)Nc2ccccc2)cc1 (stereo unspecified)	-13.9%	-3.1%	-13.9%	-25.5	-1.4%	4.3%
COc1ccc(OCC(=O)Nc2cccc(-c3nc4ccccc4[nH]3)c2)cc1	2.3%	-14.2%	-14.2%	81.7	15.7%	-47.5%
COc1ccc(C2=NN(S(C)(=O)=O)C(c3ccc4nccnc4c3)C2)cc1 (stereo unspecified)	2.3%	1.5%	0.0%	154.1	-1.1%	6.0%
CCC(Sc1nc2cc3c(cc2c(=O)n1CCCC(=O)NCc1ccc2c(c1)OCO2)OCO3)C(=O)NCCCOC (stereo unspecified)	nt	7.9%	nt	-20.4	10.5%	nt
O=C1c2ccccc2CN1CCNS(=O)(=O)c1ccc(Cl)cc1	-0.1%	0.9%	-2.2%	65.5	-0.4%	?
COc1ccc(-c2c(NC(=O)c3ccco3)oc3c(C)cccc3c2=O)cc1OC	nt	0.5%	3.4%	13.7	4.0%	62.4%[activator]
Cc1ccc(C(=O)N2CCn3c4c(c5cc(C)ccc53)CCCC42)cc1 (stereo unspecified)	nt	1.2%	nt	-37.2	4.7%	nt
C=CCc1c(C)nc(SC)nc1Nc1ccc(C(=O)O)cc1	12.7%	-14.2%	-4.4%	-31.1	-4.9%	-11.7%

Brought forward from above: 2 entries; new compounds follow.
SMILES	FBPA Giardia inh	AmpC detergent	AMA1-RON2 inh	HCMV antiviral	Sm TGR inh	AmpC inh no detg
Cc1ccc(C(=O)N2CCn3c4c(c5cc(C)ccc53)CCCC42)cc1 (stereo unspecified)	nt	1.2%	nt	-37.2	4.7%	nt
C=CCc1c(C)nc(SC)nc1Nc1ccc(C(=O)O)cc1	12.7%	-14.2%	-4.4%	-31.1	-4.9%	-11.7%
COc1cc(NC(=O)CSc2ccc(-c3sc(C)nc3C)nn2)cc(OC)c1	nt	15.8%	nt	-34.5	-1.0%	nt
CCOC(=O)C(C)Sc1nc2c(c(-c3cccs3)c1C#N)CCC2 (stereo unspecified)	6.9%	-0.5%	0.0%	-26.3	-1.4%	-27.1%
CCOC(=O)c1nnc(-c2cccs2)nc1Oc1ccc(Cl)cc1	-7.2%	-6.8%	8.7%	34.3	-25.3%	-6.2%
CCC(C(=O)NCc1ccccc1Cl)n1nc(C)c2sc3ccccc3c2c1=O (stereo unspecified)	nt	4.9%	nt	11.0	-10.2%	nt
Cc1ccc(S(=O)(=O)Nc2cc3c(C(=O)O)c(C)oc3c3ccccc23)c(C)c1	-26.5%	2.8%	-1.9%	5.9	?	-27.0%
COCCN=C1NC(=O)C(CC(=O)Nc2cccc(Cl)c2C)S1 (stereo unspecified)	9.6%	-1.0%	15.7%	?	-28.0%	-8.9%
CC(C)Sc1nsc2nc(=O)c(/C=C3\C=Nc4ccccc43)c(N)n12	3.7%	-19.6%	37.3%[activator]	?	-0.2%	-28.2%
CCC(=O)N1CCc2cc(Br)cc(S(=O)(=O)CCC(=O)NCc3cccc(OC)c3)c21	nt	-0.3%	nt	1.0	?	nt
Cc1cc(C2C(C#N)=C(N)Oc3n[nH]c(C)c32)c(C)s1 (stereo unspecified)	nt	?	3.1%	-3.7	-5.1%	-21.6%
Cc1ccc(OCC(=O)Nc2nnc(S(=O)(=O)N3CCCCCC3)s2)cc1C	-13.7%	-15.0%	-1.7%	-28.6	-13.5%	-45.8%
CCOc1ccc(Cn2nnc(C(=O)Nc3cccc(SC)c3)c2N)cc1	nt	?	nt	26.4	1.2%	nt
O=C(NNC(=O)c1ccc2ccccc2n1)c1ccc(O)cc1	nt	-11.3%	115.4%[activator]	?	-7.4%	-31.8%
COc1cccc(CN(Cc2ccco2)S(=O)(=O)c2ccc(S(=O)(=O)NCc3ccccc3)cc2)c1OC	1.3%	-5.5%	-7.4%	-13.4	-3.1%	-13.2%
CCOC(=O)c1nc(Nc2ccc(OC)cc2)c2ccccc2n1	-6.0%	3.8%&6.1%	9.1%	-10.4	8.1%&2.4%	-12.0%
Cc1nc2nc(C)c(CCC(=O)NCc3ccc4c(c3)OCO4)c(C)n2n1	-3.1%	-10.4%	5.5%	12.7	3.4%	-10.3%
Cc1ccccc1N=Nc1c(O)n(C)c2ccccc12	-17.2%	3.8%	4.0%	29.9	35.5µM*	-10.6%
CCc1nnc(NC(=O)CCN2C(=O)c3ccccc3S2(=O)=O)s1	1.3%	-4.6%	-8.0%	-1.2	0.0%	-12.8%
COc1cccc2c1Oc1ncccc1N(C(=O)CCC(=O)NCc1ccc(C)cc1)C2	6.1%	1.0%&-0.3%	3.6%	7.3&-6.9	4.4%&13.6%	26.7%
O=C(Nc1cc(C(F)(F)F)cc(C(F)(F)F)c1)c1cccn(Cc2ccccc2Cl)c1=O	nt	2.3%	nt	13.2	4.0%	nt
CC1=NN(c2cccc(C(=O)O)c2)C(=O)/C1=C\C=C/c1ccccc1	-24.1%	9.2%	10.7%	67.9	11.2µM*	-25.8%
COc1ccccc1NC(=O)CN1CCN(C(=O)c2ccco2)CC1	-0.1%	0.9%	-3.1%	44.2	-32.2%	-10.3%
Brc1ccc(COc2ncnc3ccccc23)cc1	5.5%	2.1%	-9.4%	-34.8	3.2%	-22.3%
CN(CC(=O)NC1CCN(Cc2ccccc2)CC1)S(=O)(=O)c1ccc(Cl)cc1	nt	-8.1%	26.8%	-3.5	-1.7%	-1.8%
O=C(/C=C/c1ccc(O)c(O)c1)NC(=O)c1ccccc1O	?	-8.1%	?	64.1	-28.8%	-58.4%
O=C(O)c1nn(Cc2ccc(Cl)cc2Cl)c2ccccc12	5.1%&13.1%&19.0%	?	0.0%	3.7	8.1%	-25.2%

This is a random part of the collection; overall some 7.8% were active at least once.
